Screening results deposited in PubChem by several laboratories.
BAP1 inh: blocks human BAP1 ubiquitin-AMC hydrolysis. Q92560. AID 436. 72,000 tested, 0.48% active. recombinant BAP1, Ub-AMC hydrolysis fluorescence kinetic; stronger effect = lower value. activity remaining (% of control), % at 20 µM;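 active means activity remaining at or below 50% of control, provided the compound also passes the data quality filters; inactive means the rest, including low values that fail the filters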;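 further: 100% = DMSO wells rate and 0% = substrate alone blank rate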
Target sequence (Q92560 whole entry, looked up): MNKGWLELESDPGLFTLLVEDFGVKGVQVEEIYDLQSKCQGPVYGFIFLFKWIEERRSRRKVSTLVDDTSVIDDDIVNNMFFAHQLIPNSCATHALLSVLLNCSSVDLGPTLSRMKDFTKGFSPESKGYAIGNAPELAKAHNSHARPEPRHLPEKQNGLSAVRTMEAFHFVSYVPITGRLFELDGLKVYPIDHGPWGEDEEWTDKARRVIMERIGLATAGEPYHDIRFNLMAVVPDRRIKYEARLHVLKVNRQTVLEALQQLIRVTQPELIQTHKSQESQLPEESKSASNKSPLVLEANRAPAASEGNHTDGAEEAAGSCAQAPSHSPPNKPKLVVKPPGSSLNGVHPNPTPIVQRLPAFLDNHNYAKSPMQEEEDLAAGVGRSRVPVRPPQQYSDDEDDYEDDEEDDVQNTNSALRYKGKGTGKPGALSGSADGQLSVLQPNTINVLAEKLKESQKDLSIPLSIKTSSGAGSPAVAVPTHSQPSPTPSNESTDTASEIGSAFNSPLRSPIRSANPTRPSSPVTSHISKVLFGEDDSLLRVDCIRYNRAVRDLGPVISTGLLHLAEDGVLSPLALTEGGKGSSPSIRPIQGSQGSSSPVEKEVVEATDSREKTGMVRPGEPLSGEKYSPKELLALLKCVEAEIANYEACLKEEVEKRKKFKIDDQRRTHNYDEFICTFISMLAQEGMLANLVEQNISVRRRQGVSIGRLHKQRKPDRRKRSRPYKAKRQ
HePTP inh: blocks human HePTP tyrosine phosphatase | P35236 | recombinant HePTP phosphatase activity, OD absorbance | inhibition, % at 20 µM | 110,000 tested, 0.64% active | AID 521; in the data active means inhibition above about 50%;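 further: plate controls were vehicle for no effect and reference inhibitor for full effect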
Numbers without * were called inactive; nt = no result given; & = joins results of further samples.

SMILES	BAP1 inh	HePTP inh
CCc1nnc(NS(=O)(=O)c2ccc(NS(=O)(=O)c3ccc(NC(C)=O)cc3)cc2)s1	nt	-4
CCn1c(=O)cc(OCC(=O)Nc2nc(C)cs2)c2ccccc21	96	7
Nn1c(SCC(=O)Nc2ccc(S(=O)(=O)N3CCCC3)cc2)nnc1C(F)(F)F	102	3
Cc1ccc2nc(Nc3ccccc3)c(C=O)c(=O)n2c1	nt	10
COc1ccccc1NC(=O)c1ccc(-c2ccccc2F)o1	614	-1
Cc1cc(/C=N\NC(=O)c2cc3ccccc3cc2O)c(C)n1-c1ccccc1	nt	1
Cc1ccc(C(=O)OCC(=O)Nc2ccccc2)cc1NC(=O)c1ccco1	115	0
COc1ccc(CNC(=O)COC(=O)c2n[nH]c3ccccc23)cc1OC	108	3
Cn1c(=O)[nH]c2cc3ccccc3cc21	111	1
CC1(C)NC(=O)N(CC(O)CN2C(=O)CCC2=O)C1=O (stereo not drawn)	91&113	-6
Cc1ccc(C)c(NC(=O)CC(NCCCN2CCOCC2)C(=O)O)c1 (stereo not drawn)	97	8
COCCCn1c(SCC(=O)NC2CCCC2)nnc1-c1ccco1	86	2
O=C(/C=C/c1ccc(-c2ccccc2[N+](=O)[O-])o1)Nc1ccc(NC(=O)c2ccco2)cc1	nt	-12
COC(=O)c1ccccc1Nc1ccccc1	104	1
O=C(c1cccc(-n2cnnn2)c1)N1CC=C(c2ccccc2)CC1	104	4
Cc1ccccc1-c1nc(CN2CCC(C(=O)NCCCN3CC(C)CC(C)C3)CC2)c(C)o1 (stereo not drawn)	104	4
COC(=O)C1=C(C)N=C2SCCC(=O)N2C1c1cc(Br)ccc1OC (stereo not drawn)	106	2
COc1ccccc1N1C(=O)c2cccc3c(N4CCN(C)CC4)ccc(c23)C1=O	nt	-2
Cc1ccc(-c2noc(CCC(=O)Nc3ccccc3C)n2)cc1	88	-5
COc1cc(/C=C(\C#N)c2ccc([N+](=O)[O-])cc2)c(OC)cc1Br	nt	-2
Cc1cc(C)n(S(=O)(=O)Cc2ccccc2)n1	92	-8
CCNC(=S)N(Cc1ccccc1)/N=C\c1ccccc1	nt	3
COC(=O)c1ccc2ccn(CC(=O)NC(C)C)c2c1	114	4
O=C1OC(c2ccccc2)=N/C1=C/c1c(F)c(F)c(F)c(F)c1F	nt	11
COc1ccc(Br)cc1C(=O)Nc1ccc(C)cc1[N+](=O)[O-]	nt	-9
Cc1onc(-c2ccccc2Cl)c1C(N)=O	98	0
CN(C)c1nc(N(C)C)nc(N(C)C)n1	109&92	6
COc1cccc2sc(=NC(=O)c3ccc(S(=O)(=O)N(C)C)cc3)n(C)c12	183	nt
CCC1CCCCN1C(=O)COC(=O)c1cc2ccccc2cc1O (stereo not drawn)	94	-1
CC1(C)CC(=O)C=C(Nc2ccc(OCC(F)(F)C(F)F)cc2)C1	87	1
CC(C)(C)c1ccc(C(=O)Nc2cc(C(N)=O)c(Cl)cc2Cl)cc1	nt	-15
COc1cc(NC(=O)CCC(=O)O)cc(OC)c1OC	nt	3
Cc1cc2c(cc1C)NC(CC(=O)Nc1ccc(Cl)cc1)C(=O)N2 (stereo not drawn)	nt	3
O=c1ccc2cc(S(=O)(=O)N3CCN(c4ccccc4)CC3)ccc2o1	84	11
Cc1cccc(-c2nnc3sc(-c4ccccc4C)nn23)c1	84	1
Cc1nnc(NC(=O)c2sc3ccccc3c2Cl)s1	112	2
COc1ccc(C2(N(C(C)=O)c3ccccc3)C(=O)c3ccccc3C2=O)cc1	nt	4
COC(=O)Nc1c(C)n(C)n(-c2ccccc2)c1=O	52	8
CN1C(=O)C(=O)/C(=C(\O)c2ccc(Cl)cc2)C1c1cccc([N+](=O)[O-])c1 (stereo not drawn)	nt	-12
CN(C)c1ccc(/C=C2\SC(=S)N(/N=C/c3ccc(N(C)C)cc3)C2=O)cc1	nt	7

Part of the list above, bar-delimited.
canonical_smiles | BAP1 inh | HePTP inh
Cc1onc(-c2ccccc2Cl)c1C(N)=O | 98 | 0
CN(C)c1nc(N(C)C)nc(N(C)C)n1 | 109&92 | 6
COc1cccc2sc(=NC(=O)c3ccc(S(=O)(=O)N(C)C)cc3)n(C)c12 | 183 | nt
CCC1CCCCN1C(=O)COC(=O)c1cc2ccccc2cc1O (stereo not drawn) | 94 | -1

Single values from the entries so far.
Cn1c(=O)[nH]c2cc3ccccc3cc21 in BAP1 inh shows 111
Cc1cc(C)n(S(=O)(=O)Cc2ccccc2)n1 in HePTP inh shows -8
O=c1ccc2cc(S(=O)(=O)N3CCN(c4ccccc4)CC3)ccc2o1 in BAP1 inh shows 84
COC(=O)c1ccc2ccn(CC(=O)NC(C)C)c2c1 in BAP1 inh shows 114
Nn1c(SCC(=O)Nc2ccc(S(=O)(=O)N3CCCC3)cc2)nnc1C(F)(F)F in HePTP inh shows 3

(cont.)
SMILES	BAP1 inh	HePTP inh
COc1ccc(C(=O)Nc2ccc3nn(-c4ccc(C)cc4)nc3c2)cc1Br	nt	5
O=C(Cn1cnc2c(nnn2-c2ccccc2)c1=O)N1CCCc2ccccc21	90	1
COCCCNC(=O)C1CCN(c2ncccn2)CC1	98	0
Clc1ccc2nc3ccccn3c2c1	nt	-1
CCN1C(=O)/C(=C2\SC(=S)N(CC(=O)O)C2=O)c2ccccc21	nt	4
COc1ccc(-c2nc(C#N)c(NCc3ccc(C)cc3)o2)cc1OC	nt	8
COC(=O)c1cccc(COC(=O)c2ccccc2NC(=O)c2ccco2)c1	nt	-2
CCOc1ccccc1NC(=O)c1cc(CC(C)C)oc1C	nt	-6
Cc1ccc(C)n1-c1sc2c(c1C#N)CCCC2	60	nt
O=C1c2c(Cl)c(Cl)c(Cl)c(Cl)c2C(=O)C1(Nc1ccccc1)c1ccccc1	nt	-3
CCOc1ccc(NC(=O)C2CCC(C)(C(=O)O)C2(C)C)cc1 (stereo not drawn)	95	5
O=C(Nc1cccc(C(F)(F)F)c1)c1c(O)c2ccccc2[nH]c1=O	nt	3
Cc1ccc(-c2nn(-c3ccccc3)cc2C2CC(c3cccs3)=NN2C(=O)CCC(=O)O)cc1 (stereo not drawn)	57	nt
Cn1cccc1Cc1nnc(SCC(=O)Nc2cccc(F)c2)n1-c1ccc(F)cc1	94	-5
O=C(O)Cc1cc2c(s1)CCCCC2	96	-4
CCCC1CC(=O)OC1(C)C(=O)CSc1n[nH]c(-c2ccccc2)n1 (stereo not drawn)	104	5
O=C(NN1C(=O)/C(=C/c2cccc(Br)c2)SC1=S)c1cccnc1	nt	0
COc1cc(-c2noc(C3CCCN(S(=O)(=O)c4cccc(Cl)c4)C3)n2)cc(OC)c1OC (stereo not drawn)	97	6
CCCCC(=O)NCc1ccc2c(c1)cc(C)n2C	154	nt
O=C(Nc1ccc2c(c1)OCO2)c1cc2n(n1)C(C(F)(F)F)CC(c1ccc(Cl)c(Cl)c1)N2 (stereo not drawn)	nt	11
Cc1ccc(S(=O)(=O)Nn2c(C)ccc2C)cc1	nt	0
Cc1csc(SCc2c(C(=O)O)oc3ccccc23)n1	113	9
C=CCNCC(=O)Nc1sc2c(c1C(=O)OCC)CCCC2	nt	10
Cc1cc(Nc2ccccc2Br)n2nc(C)nc2n1	95	12
C#Cc1cccc(N2C(=O)c3ccc(C(=O)O)cc3C2=O)c1	54	0
CC(=O)N1CCN=C1SCc1ccc(Br)cc1	92	1
OCC1(C2=NOC(O)(C(F)(F)F)C2)CCCCC1 (stereo not drawn)	nt	-5
NS(=O)(=O)c1ccc(NC(=O)CSCCOC(=O)c2cc3ccccc3o2)cc1	nt	0
CC(=O)c1ccc(O)c(CO)c1	55	-4
COC(=O)c1ccc(C(=O)OC)c(NC(=O)c2cnc3n(c2=O)CCS3)c1	nt	4
CCOCCCNc1ncc2c(n1)CC(c1ccc(C)cc1)CC2=O (stereo not drawn)	125	8
CCOc1ccc2[nH]c(C)c(CN3CCN(CC)CC3)c(=O)c2c1	78	-2
COc1ccccc1N1C(=O)c2ccc(C(=O)Nc3ccccc3O)cc2C1=O	nt	6
Nc1nc2n(n1)C(c1ccco1)CC(c1ccccc1)N2 (stereo not drawn)	95	nt
Cc1noc(C)c1C(=O)NCCC1=CCCCC1	56	-7
CCCc1cc(-c2[nH]ncc2-c2ccc(C(=O)OCC)o2)c(O)cc1O	80	8
CCOC(=O)c1[nH]c(C)c(C(=O)Nc2ccc(C)c(Cl)c2)c1C	94	-1
C[C@@H](Nc1nc(-c2ccccc2)nc2c1oc1ccccc12)C(=O)O	107	12
CC1CN(c2c3c(nc4ncnn24)CCCC3)CC(C)O1 (stereo not drawn)	99	8
Cc1ccc2c(c1)N(CCC(=O)NCc1ccc3c(c1)OCO3)C(=O)CO2	109	5

Five of these compounds, set out differently:
Screens in order: BAP1 inh, HePTP inh
> COC(=O)c1ccc(C(=O)OC)c(NC(=O)c2cnc3n(c2=O)CCS3)c1
→ nt, 4
> CCOCCCNc1ncc2c(n1)CC(c1ccc(C)cc1)CC2=O (stereo not drawn)
→ 125, 8
> CCOc1ccc2[nH]c(C)c(CN3CCN(CC)CC3)c(=O)c2c1
→ 78, -2
> COc1ccccc1N1C(=O)c2ccc(C(=O)Nc3ccccc3O)cc2C1=O
→ nt, 6
> Nc1nc2n(n1)C(c1ccco1)CC(c1ccccc1)N2 (stereo not drawn)
→ 95, nt

(continued)
SMILES	BAP1 inh	HePTP inh
CCc1ccc(NC(=O)CSc2nc3ccc(C)cc3[nH]2)cc1	nt	4
CCOC(=O)c1c(NC(=O)CSc2nnnn2CC)sc(C)c1C	78	-6
Cc1onc(-c2c(Cl)cccc2Cl)c1C(=O)NCc1ccc(S(N)(=O)=O)cc1	nt	5
COc1ccc2[nH]c(=O)c(CN(C)C(=O)COc3ccccc3)cc2c1	nt	8
Cc1ccc(/C(N)=N/OC(=O)COc2ccccc2)cc1	nt	2
Cc1cc(=O)[nH]c(SCC(=O)Nc2nc3c(s2)CCCC3)n1	104	-2
COC(=O)c1ccccc1NC=C1C(=O)OC2(CCCCC2)OC1=O	222	8
Cc1ccc(NC(=O)Nc2cc(C)ccn2)cc1	nt	-1
CCCCCCN1N=C(C)C(C(=O)c2ccc(Br)cc2)C1=O (stereo not drawn)	67	nt
O=S(=O)(Nc1ccc2nc(C(F)(F)F)[nH]c2c1)c1ccccc1	99	-12
O=c1[nH]nc(N/N=C/c2cccc3ccccc23)c(=O)[nH]1	nt	13
Cc1cc(/C=C2/NC(=O)NC2=O)c(C)n1-c1ccc(C(C)(C)C)cc1	nt	6
Cn1c(NC(=O)c2ccco2)c(-c2ccccc2Cl)c(=O)c2ccccc21	102	10
COC(=O)COC(=O)CC(CC(N)=O)c1ccccc1 (stereo not drawn)	98	10
Cc1nn(Cc2ccccc2)c(=O)c2ccccc12	nt	1
O=C(Nc1cccc(Cl)c1N1CCCC1)c1cc2ccccc2o1	nt	5
Cc1cc(Cl)ccc1OCCCN1CCOCC1	nt	3
CCOC(=O)/C(C#N)=C1/C=CN(Cc2ccccc2)C=N1	67	4
N#CCCn1cc(/C=C2\N=C(c3ccccc3)OC2=O)c(-c2ccc(Cl)cc2)n1	nt	6
O=C1NC(=O)C(=Cc2ccc(OCc3ccc(F)cc3)cc2)C(=O)N1	nt	-1
CC1CCCCC1N1CCN(C(=O)c2cccc(F)c2)CC1 (stereo not drawn)	86	-5
O=C(Nc1ccc(S(=O)(=O)N2CCCCCC2)cc1)c1cccs1	nt	4
COc1ccc(-c2cc(C(=O)NCCN3CCOCC3)c3ccccc3n2)c(OC)c1	nt	0&-13
COc1c(Cl)ccc(Cl)c1C(=O)Nc1sc2c(c1C(N)=O)CCCC2	nt	2
Cc1cc(C)n(C(=O)c2ccc(C)c(S(=O)(=O)N3CCCC3)c2)n1	70	1
COC(=O)CSc1nnc(CCc2nc3ccccc3[nH]2)n1C	105	5
COc1cccc(N2C(=O)/C(=C/c3ccccc3[N+](=O)[O-])SC2=S)c1	nt	-1
COc1ccc(-n2c(C)c([N+](=O)[O-])c3ccc(OC(C)=O)c(COC(C)=O)c32)cc1	nt	0
CC(=O)N1CCC(N(CCCOC(C)C)C(=O)Nc2ccc(Cl)cc2)CC1	103	3
CCOC(=O)c1sc(NC(=O)c2ccc(Br)o2)nc1C	nt	-13
O=C(COC(=O)c1ccc2c(c1)OCCO2)NCc1ccccc1	101	3
O=C1N/C(=N/c2ccccn2)SC1Cc1ccccc1 (stereo not drawn)	95	7
COc1cc(-c2cc(C(F)(F)F)n3ncc(C(=O)N4CCN(Cc5ccccc5)CC4)c3n2)cc(OC)c1OC	60	nt
Cc1ccc(S(=O)(=O)c2nc(Nc3nccs3)sc2Cl)cc1	107	3
CN(C)CCN1C(=O)c2oc3ccccc3c(=O)c2C1c1ccc(F)cc1 (stereo not drawn)	78	3
COc1ccccc1CNc1ncnc2c1nnn2Cc1ccccc1	72	8
COc1ccc(C(=O)NCCc2ccc(S(N)(=O)=O)cc2)cc1OC	98	-4
O=C(N/N=C/CCc1ccccc1)c1cccc([N+](=O)[O-])c1	nt	1
Cc1cc(OCC(=O)Nc2cccc(Br)c2)ccc1Cl	nt	-1
O=C(Nc1ncc(Cc2ccccc2)s1)c1ccc([N+](=O)[O-])cc1	nt	-20
CCOC(=O)NC(NCc1ccccc1)(C(F)(F)F)C(F)(F)F	nt	-19
COc1ccc(CNC(=O)Cc2ccc(Cl)cc2)cc1	nt	4
O=C(Nc1ccc(OC(F)(F)F)cc1)c1cnn2c(C(F)(F)F)cc(-c3ccco3)nc12	nt	0
CC(=O)Nc1ccc(-c2cc(NC(C)=O)n(-c3ccccc3)n2)cc1	102	-4
